AI-2 QS modul: Vibrio harveyi AI-2 quorum sensing modulation; Vibrio harveyi JMH597 AI-2 luminescence/OD600 ratio, 9 h; hits give low values; strain lacks LuxN and CqsS sensors; 0 = neutral-control median; activity change, % at 7.5 µM; 300,000 compounds, 0.4% hits; AID 2094; in the data active = activity change below about -75%, passing the limit was not always enough;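 also: luminescence divided by OD600 gain over 9 h not by final OD600 alone; inactives centre near 13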
PolyA inh: blocks polyadenylation in yeast reporter cells; S. cerevisiae SKY197-pL101 polyadenylation reporter, beta-gal luminescence; efflux-impaired pdr1/pdr3 knockout yeast; score 100 = 6 SD above DMSO; calls only at 12 µM; 300,000 compounds, 0.02% hits;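 active = lowest replicate activity score at least 50, where 100 means six control SD above control mean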;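 also: yeast exposed to compound for 9 h at 30 °C; higher score means more reporter readthrough which indicates perturbed polyadenylation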
GSK3 alpha inh: blocks human GSK-3 alpha kinase; ADP-Glo luminescence, 60 min; AID 2650; 320,000 compounds, 0.1% hits; inhibition, % at 10 µM;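 in the data active = inhibition above about 50%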;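 also: GST-tagged GSK-3 alpha with peptide substrate and 25 µM ATP; 0% = DMSO neutral wells and 100% = GW8510 positive control wells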
Target sequence (P49840 whole entry, looked up): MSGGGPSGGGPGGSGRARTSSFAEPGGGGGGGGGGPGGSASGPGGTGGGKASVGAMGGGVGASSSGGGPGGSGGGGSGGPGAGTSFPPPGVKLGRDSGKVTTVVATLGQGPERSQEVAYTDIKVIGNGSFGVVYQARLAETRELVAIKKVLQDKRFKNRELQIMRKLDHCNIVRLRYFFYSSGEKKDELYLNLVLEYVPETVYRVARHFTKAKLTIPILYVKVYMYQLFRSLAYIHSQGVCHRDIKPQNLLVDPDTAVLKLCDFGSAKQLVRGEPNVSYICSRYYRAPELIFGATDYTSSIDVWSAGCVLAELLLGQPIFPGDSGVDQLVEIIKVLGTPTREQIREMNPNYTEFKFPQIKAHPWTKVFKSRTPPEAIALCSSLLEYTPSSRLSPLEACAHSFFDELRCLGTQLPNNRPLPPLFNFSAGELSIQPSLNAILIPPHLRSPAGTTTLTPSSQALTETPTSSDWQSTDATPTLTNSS
HSP90 refold inh: blocks HSP90-mediated luciferase refolding in reticulocyte lysate | Rabbit reticulocyte lysate, luciferase refolding luminescence, 3 h | 290,000 compounds, 0.91% hits | inhibition, % at 5.6 µM;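 active = inhibition above the screen-wide mean plus 3 SD, computed separately per campaign, cut at about 16% in these data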;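 also: 0% = DMSO wells and 100% = 60 µM geldanamycin wells; inhibitors lower the luminescence because luciferase stays unfolded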
IEC-6 tox: IEC-6 cytotoxicity, counter-screen for KLF5 inhibitors. luminescence viability. inhibition, % at 5 µM. AID 1825. 290,000 compounds, 0.78% hits; in the data active = inhibition above about 22%;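 also: 0% = plate median of test compound wells and 100% = cytotoxic reference compound wells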
aSyn UTR inh: MLPCN primary screen, SNCA 5' untranslated region; alpha-synuclein 5'UTR reporter, inhibitor activity; inhibition, % (tested at 7.5 µM); 300,000 compounds, 0.82% hits; in the data active = inhibition above about 60%;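 also: H4 neuroglioblastoma cells stably carrying SNCA 5'UTR luciferase fusion; 0% = DMSO wells and 100% = positive control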
HSF1 activator: increases HSF-1 driven luciferase reporter signal; NIH3T3-HGL HSF-1 luciferase reporter, MG132, 8 h; 100% = twice DMSO control signal; activation, % at 9 µM; 300,000 compounds, 1.7% hits; AID 504408;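 active = mean replicate activation of at least 50% with a set share of replicates each reaching 50%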;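 also: 0% = median of the neutral control wells and 100% = twice that signal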
HSF1 inh: HSF1 inhibition. NIH3T3-HGL HSE-luciferase, MG132-induced, luminescence 8 h; hits give low values. activity change, negative = inhibition, % at 7.5 µM (by protocol). 300,000 compounds, 0.77% hits;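 active = more than half of replicate wells show activity change below -50%, luminescence cut by over half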;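 also: luciferase reports HSF-1 transcriptional activity via heat shock element; 0% = median of DMSO wells and -100% = zero luminescence signal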
GSK3B inh: human GSK3beta kinase inhibition; 300,000 compounds, 0.038% hits; GST-GSK3beta kinase, ADP-Glo luminescence, 60 min; hits give low values; activity score (negative = inhibition), % at 10 µM;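 active = more than half of replicate wells score below -50%, meaning over 50% inhibition versus plate controls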;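 also: 0% = median DMSO wells and -100% = median GW8510 positive control wells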
Target sequence (P49841 whole entry, looked up): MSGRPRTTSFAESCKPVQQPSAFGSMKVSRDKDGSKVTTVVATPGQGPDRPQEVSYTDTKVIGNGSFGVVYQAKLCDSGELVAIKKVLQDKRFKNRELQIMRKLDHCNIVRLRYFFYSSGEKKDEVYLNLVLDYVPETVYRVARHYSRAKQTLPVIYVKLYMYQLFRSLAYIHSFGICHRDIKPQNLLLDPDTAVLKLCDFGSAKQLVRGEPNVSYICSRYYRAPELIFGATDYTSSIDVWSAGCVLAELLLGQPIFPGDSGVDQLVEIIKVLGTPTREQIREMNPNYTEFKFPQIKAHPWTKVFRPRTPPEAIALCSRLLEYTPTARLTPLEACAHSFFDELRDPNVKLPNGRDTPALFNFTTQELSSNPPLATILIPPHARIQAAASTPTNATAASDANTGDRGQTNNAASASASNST
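Assay system: GST-tagged human GSK3beta kinase, cell-free; Input: 1.6 ng GSK3beta; Medium: Tris/MgCl2 kinase buffer; Timing: 60 min enzyme reaction, room temperature; Signal: ADP-Glo luminescence quantifying ADP generated by kinase; Evaluation: score relative to plate controls; Benchmarks: DMSO neutral wells and GW8510 at 20 µM as positive.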
KLF5 inhibitor: inhibitors of KLF5 expression. DLD-1 KLF5 promoter-luciferase reporter, luminescence. inhibition, % at 5 µM. 290,000 compounds, 0.23% hits. AID 1700;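 active = inhibition above a per-plate limit of that plate's mean compound inhibition plus 3 SD, cut at about 60% in these data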;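 also: 0% = DMSO wells and 100% = LY294002 at 200 µM; higher means less KLF5 promoter-driven luciferase light; inactives centre near -14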
Active calls of the source: *; i = inactive; . = not tested or not shown.

SMILES	AI-2 QS modul	PolyA inh	GSK3 alpha inh	HSP90 refold inh	IEC-6 tox	aSyn UTR inh	HSF1 activator	HSF1 inh	GSK3B inh	KLF5 inhibitor
Cc1cc(C)c2nc(SC3CCOC3=O)cc(C)c2c1 (centres undefined)	9	i	-2	-1	-1	17	7	2	-1	-48
Cc1cc(C)c(NC(=S)N2CCN(c3ccc([N+](=O)[O-])cn3)CC2)cc1C	8	i	-3	2	16	25	-9	4	3	-20
COCCNS(=O)(=O)c1cc(-c2nn(C)c(=O)c3ccccc23)ccc1C	46	i	0	0	-6	23	-3	-3	8	-26
O=C(NNC(=O)c1cc2cc(Br)ccc2oc1=O)c1ccc(O)cc1	1	i	-2	-3	-15	13	-9	-4	-1	-11
COc1cccc(NC(=O)CCc2c(C)nn(-c3ccc(N4CCOCC4)nn3)c2C)c1	9	i	0	0	6	3	-5	-2	3	-23
CCNC(=O)/C(C#N)=C/c1c(N2CCN(c3ccccc3)CC2)nc2c(C)cccn2c1=O	16	i	-1	2	2	16	0	-6	-3	3
CCN(CC)S(=O)(=O)c1ccc(OC)c(NC(=O)/C=C/c2ccco2)c1	65	i	-2	4	-5	-2	38	6	1	-9
N=c1c2c(n(Cc3ccc(Cl)c(Cl)c3)c3c1CCC3)CCCC2	3	i	4	1	-1	55	-15	-8	-6	35
CCSc1nnc(NS(=O)(=O)c2ccc(OC)cc2)s1	37	i	-3	-3	5	30	-9	-2	-1	-9
CN(CC(=O)NCCc1ccc(S(N)(=O)=O)cc1)Cc1c(F)cccc1Cl	9	i	0	1	-4	12	3	-6	2	-31
CCC/C(O)=C1\C(=O)CCCC1=NCCc1c(C)[nH]c2ccc(C)cc12	30	i	1	-4	0	12	3	-1	2	-32
Cc1ccc(N2CCN(C(=O)NC3CCCCC3)CC2C)cc1 (centres undefined)	3	i	-1	0	-2	-11	12	-2	-2	-4
CCc1nc(Nc2cccc(F)c2)c2oc3ccccc3c2n1	1	i	-2	2	-3	-2	7	-9	1	-30
CCn1c(SCC(=O)Nc2ccccc2)nc2ccccc2c1=O	25	i	0	-4	-4	13	3	6	0	-6
O=C(COC(=O)CNC(=O)c1cccc([N+](=O)[O-])c1)NCc1ccco1	16	i	0	-1	-4	8	6	1	4	-11
O=C1CSC(=S)N1/N=C/c1ccc2c(c1)OCCO2	11	i	-4	12	-3	0	-38	-29	1	-22
CCN(C(C)=O)c1nnc(CSc2nc3ccccc3s2)s1	18	i	.	-1	3	-56	39	22	2	-28
Cc1ccc(N(C(=O)c2cccs2)C2C=CS(=O)(=O)C2)cc1 (centres undefined)	20	i	-2	-3	-1	3	10	6	-2	-37
Cc1onc(-c2c(Cl)cccc2Cl)c1C(=O)Nc1ccc(Cl)cn1	13	i	0	0	2	-13	-2	-7	3	4
COC(=O)Cc1c(C)c2ccc(OC(=O)c3ccccc3)cc2oc1=O	33	i	3	1	4	-2	61*	27	13	-15
Cn1cc2cccc([N+](=O)[O-])c2n1	1	i	-3	-1	2	-11	2	0	-9	-15
CC(C)n1c(C(=O)OCC(=O)NCc2ccc3c(c2)OCO3)cc2sccc21	11	i	0	1	3	8	-7	-2	-17	-5
N=C1/C(=C/c2cccs2)C(=O)N=C2SN=C(SCc3ccccc3)N12	27	i	.	-3	2	-13	-4	10	10	-72
CCOC(=O)C1CCCN(Cc2nc(N)nc(Nc3ccc(C)cc3)n2)C1 (centres undefined)	11	i	1	-1	-6	11	-21	-9	-15	-41
Cc1cc(C)c(C#N)c(N2CCN(c3ccccc3F)CC2)n1	7	i	0	1	7	17	5	-6	1	-25
O=C(Cn1cnnn1)Nc1cccc(S(=O)(=O)N2CCCCC2)c1	19	i	-1	2	-5	-9	5	-2	-5	-10
CCCCn1c(=O)nc2n(-c3ccc(OC)cc3)c3ccccc3cc-2c1=O	-2	i	1	-1	-2	2	12	-2	0	-7
c1ccc(OCc2nn3c(-c4n[nH]c5c4CCC5)nnc3s2)cc1	8	i	0	.	.	7	-9	-3	1	.
O=C(c1ccco1)N(Cc1ccccc1)c1cccc([N+](=O)[O-])c1	12	i	-2	5	13	-3	33	5	0	20
CCOc1ccc(CN2CCN(c3ncnc4scc(-c5ccccc5)c34)CC2)cc1	31	i	0	8	-4	-2	13	0	1	-14
CN(c1ccccc1)S(=O)(=O)c1ccc(NC(=S)NC(=O)C2CC2)cc1	-7	i	0	6	-3	15	-2	-5	-9	-5
O=C(CC1CCCC1)Nc1nnc(C2CC2)s1	7	i	-4	0	-6	-40	21	9	-2	8
O=C(O)C1CCN(C(=O)c2ccccc2C(=O)N2CCC(C(=O)O)CC2)CC1	-1	i	-2	3	-2	2	5	2	2	-8
Cc1ccccc1-n1c(=O)n(Cc2ccco2)c(=O)c2[nH]cnc21	11	i	-1	0	-8	32	-5	-10	0	-14
Nc1nc(SCC(=O)NC2CCCCC2)[nH]c(=O)c1-c1ccccc1	25	i	-1	1	-2	11	-4	-5	1	-8
CCOC(=O)c1ccc(CNCc2ccc(Br)cc2)cc1	-3	i	-1	0	-1	16	18	16	3	-41
CN(C)C(CNS(=O)(=O)c1ccc2ccccc2c1)c1ccccc1 (centres undefined)	-1	i	-1	1	-7	2	12	2	-2	-14
c1ccc(Cn2nnc3c(N4CCC5(CC4)OCCO5)ncnc32)cc1	6	i	-1	4	4	-11	24	4	-1	-2
O=c1c2ccccc2[nH]c(=S)n1Cc1ccccc1	2	i	0	-5	0	24	7	-1	0	-25
Cc1ccc(-c2nnc(SCc3nc4ccccc4[nH]3)n2Cc2ccco2)cc1	-1	i	6	-3	0	-20	6	6	2	6
COC(=O)CN(C)C(=O)c1cccc(OC2CCN(S(=O)(=O)N(C)C)CC2)c1	22	.	-3	2	-4	3	-2	1	1	-29
Cc1ccc(CNC(=O)C2CC(c3ccccc3C(F)(F)F)=NO2)cc1 (centres undefined)	14	i	-1	.	.	14	-5	-1	0	.
Cc1c(C(=O)CN2CCN(c3ccccc3)CC2)c2ccccc2n1C	4	i	-4	11	6	2	25	0	-2	-25
COCCN1C=C2C(=O)C(C)(OC(=O)CCC(=O)OC)C(=O)C=C2C=C1C1CC1 (centres undefined)	23	i	-1	.	.	0	-9	-7	-4	.
Cc1c(CC(=O)NC(C)C)c(=O)oc2cc3c(cc12)CCC(C)(C)O3	16	i	-2	-3	-7	-78	4	17	-2	-53
COCCNC(=O)CNC(=O)c1nn(-c2ccc(OC)c(Cl)c2)c(=O)c2ccccc12	16	i	.	2	4	-6	-3	3	0	3
CCCCC(=O)N(Cc1nc2sc(C)c(C)c2c(=O)[nH]1)C1CCCC1	15	i	0	-1	6	7	14	8	0	-11
COc1ccccc1C(CCNS(=O)(=O)c1ccc(C)cc1)c1ccco1 (centres undefined)	18	i	.	5	-3	-11	12	5	-22	-24
Cc1ccc(S(=O)(=O)N2CCN=C2c2ccccc2)cc1C	.	.	1	2	-2	.	.	.	.	-34
Brc1cccc(C2Nc3cccc4cccc(c34)N2)c1	8	i	2	3	0	-20	3	-4	0	8
CCN1C(=O)CSc2ccc(C(=O)NCc3ccccc3)cc21	5	i	3	0	4	10	12	2	2	-27
O=C1CC(N2CCSCC2)C(=O)N1c1cccc(Br)c1 (centres undefined)	1	i	-2	-3	-1	-6	0	-6	1	-10
Nc1nc(Nc2ccccc2F)nc(NCc2ccccc2)c1[N+](=O)[O-]	7	i	0	1	3	12	-1	-7	0	-4
CN1CCN(C(c2cccnc2)c2ccc3cccnc3c2O)CC1 (centres undefined)	-47	i	-2	2	3	-11	-9	-2	1	41
Cc1cccc(NC(=O)C2C3C=CC(O3)C2C(=O)O)c1 (centres undefined)	35	i	1	-3	-1	2	-3	-5	0	-6
CC(=O)Nc1cccc(NC(=S)Nc2ccc(F)c(Cl)c2)c1	32	i	-1	-2	5	-17	8	0	1	-37
CC(C)C[C@@H](CO)N1CCNCCC1=O	17	i	-1	-2	3	16	-11	-11	1	-31
CC12CCC(=O)N1C(C(=O)Nc1nc3c(F)cc(F)cc3s1)CS2 (centres undefined)	21	i	-1	4	-2	3	-15	0	-8	-5
Cc1ccccc1Cn1c(C(C)O)nc2ccccc21 (centres undefined)	14	i	0	0	6	19	9	-5	3	-2
COc1ccc(-c2c(C)oc3c(CN4CCCC(C)C4)c(O)ccc3c2=O)cc1OC (centres undefined)	14	i	.	-4	6	16	-2	-4	1	6

An excerpt from above in order of the GSK3 alpha inh value, smallest number first:
smiles	GSK3 alpha inh
Cc1cc(C)c2nc(SC3CCOC3=O)cc(C)c2c1 (centres undefined)	-2
CCCCC(=O)N(Cc1nc2sc(C)c(C)c2c(=O)[nH]1)C1CCCC1	0
Cc1cccc(NC(=O)C2C3C=CC(O3)C2C(=O)O)c1 (centres undefined)	1

Continued:
SMILES	AI-2 QS modul	PolyA inh	GSK3 alpha inh	HSP90 refold inh	IEC-6 tox	aSyn UTR inh	HSF1 activator	HSF1 inh	GSK3B inh	KLF5 inhibitor
CCCCN(C)CC(O)Cn1cc(/C=C/C(=O)c2ccc(C)cc2)c2ccccc21 (centres undefined)	12	i	1	2	-5	-24	0	5	-4	-19
Cc1ccc(NC(=O)CCCN2C(=O)c3cccc4cccc(c34)C2=O)cc1	8	i	-5	-5	-4	10	-11	4	-2	-38
O=C1C(Cl)=C(NCCN2CCOCC2)C(=O)c2ccccc21	12	i	-1	7	33*	-36	24	-1	-4	-13
CS(=O)(=O)N1N=C(c2cccs2)CC1c1ccccc1 (centres undefined)	1	i	-5	2	1	-27	-3	3	1	14
COc1ccc(CNS(=O)(=O)NCc2ccc(C)cc2)cc1	20	i	-1	0	-2	8	8	2	-1	-12
O=C(COC(=O)C1CC(O)CN1S(=O)(=O)c1ccc(Cl)cc1)c1ccccc1 (centres undefined)	1	i	-1	-4	-2	16	-5	-6	0	-6
O=[N+]([O-])c1cc2c(cc1CN1CCN(CCOCCO)CC1)OCO2	2	i	-1	5	-6	-2	-7	-4	-1	2
Cc1[nH]c(C(=O)N/N=C/c2ccc(N(C)C)cc2)c(C)c1C(=O)N/N=C/c1ccc(N(C)C)cc1	12	i	0	2	1	-28	-17	-4	1	-16
CN(Cc1cnccn1)C(=O)C1CCC(=O)N(CCc2ccccc2)C1 (centres undefined)	2	.	-2	3	-6	-2	8	3	2	3
CC(Oc1ccc(Cl)cc1Cl)C(=O)NN=C1CCN(C)CC1 (centres undefined)	20	i	-3	-8	4	-7	5	3	2	-37
CC(C)CC(NC(=O)c1cccc(Cl)c1)C(=O)O (centres undefined)	8	.	-1	0	1	-1	-7	2	-1	7
CC(C)(C)NC(=O)CSc1nnc(C2CC2)n1-c1ccccc1	1	i	-2	1	-4	10	36	2	-5	-35
C=CCNC(=O)/C(C#N)=C/c1c(N2CCCCCC2)nc2ccccn2c1=O	6	i	0	-1	2	17	-2	-6	-1	-27
CNc1nc(SCc2ccccc2)nc(N2CCOCC2)n1	12	i	-2	2	5	18	48	4	0	-40
Cc1ccc(-n2nc(-c3ccc(N)cc3)cc2N)cc1	7	i	-2	0	5	-132	8	-6	-3	9

Screens as filed in PubChem.

A portion of the library; the hit share may differ from the screen's.
